Screening data deposited in PubChem by Broad Institute.
C diff growth: C. difficile growth inhibition; growth activity, negative = inhibition, % at 16 µg/mL (by protocol); AID 1259249; Clostridium difficile clinical isolate growth, OD600, 24 h; stronger effect = lower value; 86,000 tested, 0.25% active;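 active = mean growth activity at or below -80% and every replicate also at or below -80%; inconclusive = mean at or below -80% but some replicate above -80%; inactive = mean growth activity above -80%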;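 also: 0% = DMSO wells and -100% = levofloxacin 16 µg/mL wells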
Tcruzi prolif: inhibitors of T. cruzi proliferation | T. cruzi beta-gal in NIH3T3, GalScreen luminescence, 90 h | inhibition, % at 8.34 µM | 77,000 tested, 5.9% active | AID 624255;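 active = mean inhibition above about 93%, with at least 55% of replicates each passing it, limit read from the data, passing the limit was not always enough; inconclusive = only one of those two conditions holds; inactive = neither condition holds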
GASC1 inh: inhibitors of human demethylase GASC-1 KDM4C; Q9H3R0; GST-KDM4C 2-372, H3K9me3 peptide, LANCE TR-FRET; inhibition, % at 12.5 µM; 96,000 tested, 0.15% active; AID 720574;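 active = mean replicate inhibition above about 25%, with at least 55% of replicates also reaching it, limit read from the data, passing the limit was not always enough; inconclusive = only one of those two conditions met; inactive = neither condition met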
Target sequence (Q9H3R0 2-372 limits assumed): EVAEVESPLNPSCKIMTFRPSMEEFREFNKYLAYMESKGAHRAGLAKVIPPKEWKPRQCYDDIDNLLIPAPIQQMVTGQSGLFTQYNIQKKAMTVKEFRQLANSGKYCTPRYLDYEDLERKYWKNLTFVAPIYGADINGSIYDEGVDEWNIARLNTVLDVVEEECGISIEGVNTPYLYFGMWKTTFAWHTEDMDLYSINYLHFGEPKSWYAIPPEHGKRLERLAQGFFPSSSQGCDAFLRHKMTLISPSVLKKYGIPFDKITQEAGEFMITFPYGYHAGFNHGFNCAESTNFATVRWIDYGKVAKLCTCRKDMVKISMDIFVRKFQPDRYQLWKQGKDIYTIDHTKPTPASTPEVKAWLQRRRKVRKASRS
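Test system: N-terminal GST-fused human GASC-1 (KDM4C) fragment, residues 2-372; quantity: GASC-1 enzyme at 10 nM final in reaction; dosing: single dose; schedule: 30 min demethylation and 1 h detection at room temperature; signal: LANCE TR-FRET, excitation 340 nm, emissions 618 and 671 nm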
Pf Dd2 growth: P. falciparum Dd2 growth inhibition | SYBR Green, 72 h; stronger effect = lower value | activity change, % at 10 µM | 94,000 tested, 2.3% active; in the data active = activity change below about -80%; inconclusive = no clear call, values can overlap the other calls
Numbers without * were called inactive; ? = inconclusive; · = no result given; & = joins results of further samples.

SMILES | C diff growth | Tcruzi prolif | GASC1 inh | Pf Dd2 growth
C[C@H](O)C#Cc1ccc([C@H]2[C@H]3CN(C(=O)c4cccc(F)c4)CCCCN3[C@H]2CO)cc1 | -2 | 102* | -0.5 | 27
CO[C@@H]1CN(C)C(=O)c2ccc(NC(=O)NC(C)C)cc2OC[C@@H](C)N(C(=O)CN(C)C)C[C@H]1C | · | -1 | 0.3 | 28
COCC(=O)NC[C@@H]1N[C@@H](CO)[C@H]1c1ccc(-c2ccccc2F)cc1 | 12 | -3 | 2.5 | -25
C[C@H](CO)N1C[C@H](C)[C@H](CN(C)Cc2ccc(C(F)(F)F)cc2)Oc2c(NC(=O)c3ccc(-c4nccs4)cc3)cccc2C1=O | · | ? | 1.3 | -70
Cc1ccc(S(=O)(=O)N[C@H]2C=C[C@@H](CC(=O)NCCN3CCCCC3)O[C@H]2CO)cc1 | · | -79 | -0.6 | 4
C[C@@H]1CN([C@H](C)CO)C(=O)Cc2cc(NC(=O)CCCN(C)C)ccc2O[C@H]1CN(C)Cc1ccc(Oc2ccccc2)cc1 | 0 | 25 | 1.1 | -15
COc1ccc(S(=O)(=O)Nc2cccc3c2O[C@H](CN(C)C(=O)NC(C)C)[C@@H](C)CN([C@@H](C)CO)C3=O)cc1 | 3 | 3 | 0.0 | 10
C[C@H]1CN([C@@H](C)CO)C(=O)c2cc(C3=CCCC3)cnc2O[C@@H]1CN(C)C(=O)NC1CCCC1 | 14 | 46 | -2.0 | 6
C[C@@H]1CN([C@@H](C)CO)C(=O)CCCn2cc(nn2)CO[C@@H]1CN(C)Cc1ccc(C(=O)Nc2ccccc2N)cc1 | 2 | 72 | 2.5 | -6
CC(C)CC#Cc1cnc2c(c1)C(=O)N([C@@H](C)CO)C[C@H](C)[C@@H](CN(C)Cc1ccccc1)O2 | -4 | 48 | 2.6 | -38
COc1ccc(-c2ccc(C3[C@H]4CNC[C@@H]3N4S(=O)(=O)c3ccc(OC)cc3)cc2)cc1 (stereo partly drawn) | -10&-7 | · | -2.0&-1.4 | -24&-40
COCCNC(=O)C[C@H]1CC[C@@H]2[C@H](COC[C@H](O)CN2S(=O)(=O)c2ccccc2C)O1 | · | -27 | -0.6 | 4
Cc1noc(C)c1NC(=O)Nc1ccc2c(c1)C(=O)N([C@H](C)CO)C[C@H](C)[C@H](CN(C)Cc1ccc(C(=O)Nc3ccccc3N)cc1)OCCCC[C@@H](C)O2 | 1 | · | -3.7 | -57
COCC#Cc1ccc2c(c1)O[C@H](CN(C)CC1CCCC1)[C@@H](C)CN([C@H](C)CO)S2(=O)=O | -8 | ? | -1.5 | -58
COc1ccc(S(=O)(=O)N(C)C[C@H]2Oc3ccc(NC(=O)Nc4cccc5ccccc45)cc3CC(=O)N([C@@H](C)CO)C[C@H]2C)cc1 | 9 | 11 | -0.3 | 9

Compound profiles (already shown). Order of values: C diff growth	Tcruzi prolif	GASC1 inh	Pf Dd2 growth
Shown for COc1ccc(S(=O)(=O)N(C)C[C@H]2Oc3ccc(NC(=O)Nc4cccc5ccccc45)cc3CC(=O)N([C@@H](C)CO)C[C@H]2C)cc1 = 9	11	-0.3	9
Shown for COCC(=O)NC[C@@H]1N[C@@H](CO)[C@H]1c1ccc(-c2ccccc2F)cc1 = 12	-3	2.5	-25
Shown for Cc1ccc(S(=O)(=O)N[C@H]2C=C[C@@H](CC(=O)NCCN3CCCCC3)O[C@H]2CO)cc1 = ·	-79	-0.6	4
Shown for C[C@@H]1CN([C@H](C)CO)C(=O)Cc2cc(NC(=O)CCCN(C)C)ccc2O[C@H]1CN(C)Cc1ccc(Oc2ccccc2)cc1 = 0	25	1.1	-15

New compounds follow.
SMILES | C diff growth | Tcruzi prolif | GASC1 inh | Pf Dd2 growth
CCCNC(=O)N1C[C@H]2[C@@H](c3ccccc31)[C@@H](CO)N2Cc1ccc(OC)cc1 | -1 | -19 | 1.7 | -7
N#C[C@H]1[C@@H](c2ccccc2)[C@H](CO)N1C(=O)c1ccccc1F | 6 | 3 | 2.8 | 14
C[C@@H]1CN([C@@H](C)CO)C(=O)c2cc(NC(=O)CCC(F)(F)F)ccc2O[C@@H](C)CCCCO[C@H]1CN(C)C(=O)NC1CCCCC1 | 8 | 20 | 0.6 | -52
CO[C@H]1CN(C)C(=O)c2ccc(NS(=O)(=O)c3cccc(Cl)c3)cc2OC[C@@H](C)NC[C@H]1C | · | 73 | 43* | -21
COc1ccc(S(=O)(=O)N(C)C[C@@H]2OCCCC[C@H](C)Oc3ccc(NC(=O)Nc4ccc(F)cc4)cc3C(=O)N([C@H](C)CO)C[C@@H]2C)cc1 | 5 | 115* | -0.4 | -30
CN(C)C(=O)C[C@H]1CC[C@@H]2[C@H](COc3ccc(NS(=O)(=O)c4cccc(F)c4)cc3C(=O)N2C)O1 | 3 | 35 | 1.8 | 1
CCCN1C[C@@H](C)[C@@H](OC)CN(C)C(=O)c2ccc(NC(=O)Nc3c(C)noc3C)cc2OC[C@H]1C | 0 | 11 | 6.4 | 13
C[C@@H]1CN([C@@H](C)CO)C(=O)c2cccc(NS(C)(=O)=O)c2O[C@H]1CN(C)C(=O)Nc1ccccc1 | 1 | -22 | 5.7 | 19
C[C@@H]1CN([C@H](C)CO)C(=O)CCCn2nncc2CO[C@H]1CN(C)Cc1ccc(C(F)(F)F)cc1 | 1&1 | 17&-24 | 2.4 | -16&-8
COc1ccc2c3c([nH]c2c1)[C@H](CO)N(C(=O)CN(C)C)CC31CCN(CC2CC2)CC1 | 10 | · | 0.8 | 3
COCC#Cc1cnc2c(c1)C(=O)N([C@@H](C)CO)C[C@@H](C)[C@@H](CN(C)S(=O)(=O)c1cccc(OC)c1)O2 | 0 | 23 | 1.5 | 41
CCCNC(=O)N1CC2(CN(Cc3cccc(OC)c3)C2)c2c([nH]c3cc(OC)ccc23)[C@H]1CO | -4 | · | 0.2 | -39
CO[C@@H]1CC[C@@H]2CCOc3c(C#N)cccc3C(=O)N(C)CCCC(=O)N(C)C[C@H]1O2 | · | 17 | 0.2 | 24
COc1cccc(NC(=O)N2C[C@H](O)COC[C@H]3O[C@@H](CC(=O)NC4CCC4)CC[C@@H]32)c1 | 4 | 64 | 0.7 | -1
O=C(Nc1ccc2c(c1)OCO2)N[C@H]1CC[C@@H](CCNC(=O)C2CC2)O[C@H]1CO | · | -44 | 2.4 | 4
Cc1noc(C)c1NC(=O)Nc1ccc2c(c1)CC(=O)N([C@H](C)CO)C[C@@H](C)[C@H](CN(C)S(=O)(=O)c1ccc(F)cc1)O2 | -5 | 22 | 2.1 | 31
CN(C)CC(=O)N[C@H]1C=C[C@H](CC(=O)NCc2ccccc2F)O[C@@H]1CO | 1 | -58 | 0.3 | 5
C[C@H](O)C#Cc1ccc([C@@H]2[C@H](CO)N3CCCCN(S(=O)(=O)Cc4ccccc4)C[C@@H]23)cc1 | -5 | 17 | -1.5 | -20
COc1cccc(C#Cc2ccc3c(c2)O[C@H](CN(C)C)[C@@H](C)CN([C@@H](C)CO)S3(=O)=O)c1 | -1&4 | · | 6.1 | -37&-36
COc1cccc(-c2cnc3c(c2)C(=O)N([C@@H](C)CO)C[C@H](C)[C@@H](CN(C)C(=O)CN(C)C)O3)c1 | -3 | 43 | 2.1 | 0
C[C@H]1CN([C@@H](C)CO)C(=O)c2cccc(NS(=O)(=O)c3ccc(F)cc3)c2O[C@@H]1CN(C)C(=O)Nc1ccccc1 | 0 | -5 | 0.8 | -4
C[C@H](CO)N1C[C@H](C)[C@H](CN(C)S(=O)(=O)c2ccc(Cl)cc2)OCCCC[C@H](C)Oc2ccc(NC(=O)Nc3ccccc3)cc2C1=O | · | 94 | -0.1 | -79
Cc1ccc(S(=O)(=O)N(C)C[C@H]2Oc3c(NC(=O)c4cnccn4)cccc3C(=O)N([C@H](C)CO)C[C@H]2C)cc1 | -8 | 45 | 0.5 | -49
CO[C@H]1CN(C)C(=O)c2ccc(NC(=O)c3cnccn3)cc2OC[C@H](C)N(CC2CC2)C[C@@H]1C | 1 | · | 1.5 | 26
COc1ccc(S(=O)(=O)N(C)C[C@@H]2Oc3cc(C#CC4CC4)ccc3S(=O)(=O)N([C@H](C)CO)C[C@@H]2C)cc1 | 16 | 109* | -0.1 | -54
COCCNC(=O)C[C@@H]1C[C@H]2c3cc(NC(=O)Nc4ccc(F)cc4)ccc3O[C@H]2[C@@H](CO)O1 | 1 | 11 | -2.8 | 15
COCC(=O)Nc1ccc2c(c1)[C@H]1C[C@@H](CC(=O)NCCN3CCCCC3)O[C@H](CO)[C@H]1O2 | -1 | 15 | 0.7 | 15
C[C@H]1CCCCO[C@H](CN(C)C)[C@@H](C)CN([C@@H](C)CO)C(=O)c2cc(NS(C)(=O)=O)ccc2O1 | -3 | -8 | 1.5 | ·
COc1ccc(-c2ccc([C@H]3[C@@H](C#N)N(C(=O)NC4CCCCC4)[C@H]3CO)cc2)cc1 | 8 | 102* | -2.8 | -49
C[C@H](CO)N1C[C@H](C)[C@@H](CN(C)Cc2ccncc2)Oc2ncc(-c3cccc(C#N)c3)cc2C1=O | 2 | 3 | 0.1 | 7

Three entries drawn at random from those above:
SMILES | C diff growth | Tcruzi prolif | GASC1 inh | Pf Dd2 growth
COCC(=O)Nc1ccc2c(c1)[C@H]1C[C@@H](CC(=O)NCCN3CCCCC3)O[C@H](CO)[C@H]1O2 | -1 | 15 | 0.7 | 15
C[C@H](O)C#Cc1ccc([C@@H]2[C@H](CO)N3CCCCN(S(=O)(=O)Cc4ccccc4)C[C@@H]23)cc1 | -5 | 17 | -1.5 | -20
COCCNC(=O)C[C@@H]1C[C@H]2c3cc(NC(=O)Nc4ccc(F)cc4)ccc3O[C@H]2[C@@H](CO)O1 | 1 | 11 | -2.8 | 15

(listing goes on)
SMILES | C diff growth | Tcruzi prolif | GASC1 inh | Pf Dd2 growth
CC(C)NC(=O)N1[C@H](CO)[C@@H]2c3ccccc3N(C(=O)C3CCC3)C[C@@H]21 | -3 | 15 | 0.0 | 8
N#Cc1ccc(-c2ccc(C3[C@H]4CNC[C@@H]3N4C(=O)Nc3ccc(F)cc3)cc2)cc1 (stereo partly drawn) | 8 | · | -1.1 | -11
C[C@@H]1CN([C@H](C)CO)C(=O)Cc2cc(NC(=O)Nc3ccc4c(c3)OCO4)ccc2O[C@@H]1CN(C)S(C)(=O)=O | -1 | -3 | -0.4 | 34
C[C@@H]1CN([C@@H](C)CO)C(=O)Cc2cc(NC(=O)Nc3ccc4c(c3)OCO4)ccc2O[C@H]1CN(C)C | 0 | · | 7.7 | 15
Cc1noc(C)c1NC(=O)Nc1ccc2c(c1)C(=O)N([C@@H](C)CO)C[C@@H](C)[C@H](CN(C)Cc1ccccc1)OCCCC[C@H](C)O2 | · | -1 | -1.6 | -24
COc1ccccc1S(=O)(=O)N(C)C[C@@H]1Oc2cc(C#CCC(C)C)ccc2S(=O)(=O)N([C@@H](C)CO)C[C@@H]1C | 18 | ? | 5.8 | -87*
COc1ccc(NC(=O)Nc2ccc3c(c2)[C@@H]2C[C@H](CC(=O)NCc4ccccc4F)O[C@@H](CO)[C@@H]2O3)cc1 | 7 | 80 | -4.5 | 14
C[C@@H]1CN([C@@H](C)CO)C(=O)c2cccc(NS(=O)(=O)c3ccc(F)cc3)c2O[C@H]1CN(C)S(=O)(=O)c1ccc(F)cc1 | 4 | -22 | -2.1 | 29
COc1ccc(NC(=O)Nc2cccc3c2O[C@H](CN(C)Cc2ccc(Oc4ccccc4)cc2)[C@@H](C)CN([C@@H](C)CO)C3=O)cc1 | 3 | 64 | · | -74
Cc1noc(C)c1NC(=O)Nc1cccc2c1O[C@H](CN(C)Cc1ccc(Oc3ccccc3)cc1)[C@H](C)CN([C@H](C)CO)C2=O | 3 | 15 | -0.4 | -57
Cc1cc(C(=O)Nc2cccc3c2O[C@@H](CN(C)S(=O)(=O)c2ccc(F)cc2)[C@@H](C)CN([C@@H](C)CO)C3=O)n(C)n1 | 7 | 36 | 0.4 | -8
C[C@H](CO)N1C[C@H](C)[C@H](CN(C)Cc2cncnc2)Oc2cc(-c3ccncc3)ccc2S1(=O)=O | 3 | ? | -0.9 | 13
O=C(N[C@H]1CC[C@H](CC(=O)N2CCCCC2)O[C@@H]1CO)c1ccccn1 | 3 | -50 | 1.9 | 11
COc1ccc(CN(C)C[C@H]2Oc3c(NC(=O)Nc4ccc5c(c4)OCO5)cccc3C(=O)N([C@@H](C)CO)C[C@H]2C)cc1 | 30 | -25 | -2.6 | -46
C[C@@H]1CCCCO[C@@H](CN(C)Cc2ccc3c(c2)OCO3)[C@@H](C)CN([C@H](C)CO)C(=O)c2cc(NC(=O)NC3CCCCC3)ccc2O1 | 11 | -68 | -2.1 | ·
